Compound activity (PubChem BioAssay)
mHtt clearance – mutant huntingtin protein clearance; HeLa Exon1htt(103Q)mCFP, aggregate imaging; zero = plate's median compound well; inhibition, % at 1.5 µM; actives 0.42% (n = 47,000);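 active = inhibition of aggregate fluorescence above about 70%, also judged a hit by eye on the cell image, limit read from the data, passing the limit was not always enough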;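 note: cells exposed to compound for three days before fixation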
mHtt clearance grain fraction – also measured in mHtt clearance; calls as there; fraction fluorescence in grains; measured here: aggregate grain fluorescence fraction; hits give low values;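 scaled fraction of total cell fluorescence in grains with unit not stated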
An asterisk follows results filed as active. The list is partial; the hit share may differ from the screen's.

Preview:
mHtt clearance	mHtt clearance grain fraction	Compound
5	20	O=C1CNC(=O)/C1=C/c1ccc(O)cc1
-93	39	O=S(=O)(c1ccccc1)N1CCSC1c1ccco1 (stereo unspecified)
-1	20	Cc1ccc(OC(=O)CCC(=O)N2CCc3ccccc32)cc1
-14	37	CC1=C(C(=O)Nc2ccccc2)C(c2cccnc2)n2nc(-c3cccnc3)nc2N1 (stereo unspecified)
-43	31	Cc1ccc(C(=O)NCCSc2ccc(Cl)cc2)cc1[N+](=O)[O-]
9	32	CS(=O)(=O)N(CC(=O)N1CCN(c2ccc(F)cc2)CC1)C1CCCCC1
-43	54	O=C(Oc1ccc2c(c1)OCO2)c1cccs1

This part in full, from the first entry:
mHtt clearance	mHtt clearance grain fraction	Compound
5	20	O=C1CNC(=O)/C1=C/c1ccc(O)cc1
-93	39	O=S(=O)(c1ccccc1)N1CCSC1c1ccco1 (stereo unspecified)
-1	20	Cc1ccc(OC(=O)CCC(=O)N2CCc3ccccc32)cc1
-14	37	CC1=C(C(=O)Nc2ccccc2)C(c2cccnc2)n2nc(-c3cccnc3)nc2N1 (stereo unspecified)
-43	31	Cc1ccc(C(=O)NCCSc2ccc(Cl)cc2)cc1[N+](=O)[O-]
9	32	CS(=O)(=O)N(CC(=O)N1CCN(c2ccc(F)cc2)CC1)C1CCCCC1
-43	54	O=C(Oc1ccc2c(c1)OCO2)c1cccs1
36	23	CCCN1C(=O)c2ccccc2NC1c1ccc(OC)cc1OC (stereo unspecified)
47	21	CC(=O)Nc1cccc(N2C(=O)CCC2=O)c1
-13	21	c1ccc(Cc2nnc3sc(-c4ccncc4)nn23)cc1
33	11	CCOC(=O)C1CCN(C(=O)C2CCN(S(=O)(=O)c3cc(Cl)ccc3Cl)CC2)CC1
-18	26	C=CCN(CC=C)C(=O)C1CC(=O)N(c2ccc(Br)cc2)C1 (stereo unspecified)
-21	29	CCN1C(=O)C2(C(C#N)=C(N)Oc3cc(C)oc(=O)c32)c2ccccc21 (stereo unspecified)
-114	79	CCOCCCNC(=O)CCCn1nc(C)n2c(cc3sccc32)c1=O
-21	44	CNC(=O)CSc1nnc(-c2cccnc2)n1CCc1ccccc1
-75	75	CCCCn1c(C)cc2cc(O)ccc21
10	16	CCCSc1nnc(-c2ccccc2NC(=O)CC)c(=O)[nH]1
-18	26	CC(=O)C(C)Oc1ccc2c3c(c(=O)oc2c1)CCCC3 (stereo unspecified)
-30	47	CCS(=O)(=O)NCCc1csc(C)n1
20	30	Cc1cc(NC(=O)COC(=O)c2c(C)nn(-c3ccccc3)c2C)no1
-16	23	COc1ccc(-c2cc(C(F)(F)F)nc(-n3cc(Cl)cn3)n2)cc1
20	17	C=CCn1c(=S)[nH]c2ccc(Br)cc2c1=O
0	19	COc1ccc(Cl)cc1C(=O)NCC(c1ccco1)N1CCCC1 (stereo unspecified)
-57	31	O=C(NCc1ccco1)c1cccc(NC(=O)c2ccccc2)c1
-33	55	FC(F)(F)c1nnc2ccc(-n3ccnc3)nn12
-6	21	COc1ccc(N(CC(=O)N2CCc3ccccc3C2)S(C)(=O)=O)cc1OC
4	19	O=C(OCCCN1C(=O)c2ccccc2C1=O)c1ccco1
-28	23	COC(=O)C(O)(CC(=O)Nc1ccccc1OC)C(F)(F)F (stereo unspecified)
54	17	CC(C)(C)c1cc(C(=O)NCc2cccnc2)ccn1
-38	26	O=C(Nc1ccc2c(c1)OCCO2)c1ccc(Cl)c(S(=O)(=O)N2CCOCC2)c1
37	12	CCN(CC)S(=O)(=O)c1ccc(C(=O)NCCCN=C2NS(=O)(=O)c3ccccc32)cc1
27	14	COC(=O)NC1CSCC1OC(=O)c1ccc(Br)cc1 (stereo unspecified)
44	10	Cc1ccc(C(=O)NCCCN2CCOCC2)o1
26	22	CS(=O)(=O)N(Cc1ccc(C(=O)Nc2ccccc2Sc2ccccc2)cc1)c1ccccc1
-54	59	O=S(=O)(c1cccc(-c2csc(-c3cccnc3)n2)c1)N1CCCCC1
7	17	CCOc1ccc2cc(S(=O)(=O)N3CCOCC3)ccc2c1
0	23	COc1ccc(N2CCN(/C(=N\S(=O)(=O)c3ccc(C)cc3)Nc3nc(C)cc(C)n3)CC2)cc1
-44	53	COc1ccc(CN2CC(C(=O)NCCCN3CCCCCC3)CC2=O)cc1 (stereo unspecified)
-16	22	CCn1c(N)c(C(N)=O)sc1=S
27	14	O=c1cc(N2CCCC2)[nH]c(=O)n1-c1ccc(Cl)cc1
28	13	O=C(O)C(Oc1ccc2c3c(c(=O)oc2c1)CCC3)c1ccccc1 (stereo unspecified)
24	31	O=C(Nc1ccncc1)c1cccs1
-56	49	CCCC1=[N+](CC)CCn2c(C)ccc21
20	18	O=C(O)CCC(=O)N(Cc1cccs1)Cc1cccs1
0	38	O=C(CNc1ccc(C(F)(F)F)cc1[N+](=O)[O-])OCC(=O)c1ccccc1
0	18	Cc1ccc(NC(=O)Cn2cnc3c(=O)n(C)c(=O)n(C)c32)c(C)c1
-206	59	COc1ccc(S(=O)(=O)N2c3cc(Cl)ccc3Oc3nc4ccccc4nc32)cc1
15	15	O=C(O)C1C2C=CC(C2)C1C(=O)NCCCn1ccnc1 (stereo unspecified)
1	20	Cc1cc(C(=O)Nc2ccc3c(c2)OCCO3)c(C)o1
-2	42	Brc1ccccc1Cn1c(-c2cncs2)nc2ccccc21

Rewritten with each value named: 4 of the compounds above
CCn1c(N)c(C(N)=O)sc1=S
  mHtt clearance: -16
  mHtt clearance grain fraction: 22

O=c1cc(N2CCCC2)[nH]c(=O)n1-c1ccc(Cl)cc1
  mHtt clearance: 27
  mHtt clearance grain fraction: 14

O=C(O)C(Oc1ccc2c3c(c(=O)oc2c1)CCC3)c1ccccc1 (stereo unspecified)
  mHtt clearance: 28
  mHtt clearance grain fraction: 13

O=C(Nc1ccncc1)c1cccs1
  mHtt clearance: 24
  mHtt clearance grain fraction: 31

(list continues)
mHtt clearance	mHtt clearance grain fraction	Compound
-8	20	O=C(Cn1nnc(-c2ccc3c(c2)OCO3)n1)NCc1ccco1
-15	39	CCOC(=O)c1c(NC(=O)CSc2nc(C)cc(C)c2C#N)sc(C(C)=O)c1C
-24	46	Cc1ccc(-c2cc(C(F)(F)F)n3ncc(C(=O)N4CCN(C)CC4)c3n2)cc1
-2	18	CNC(=O)NC(=O)CSc1cccc(C(F)(F)F)c1
-54	47	O=C(Nc1ccc(Cc2ccncc2)cc1)c1ccc(Cl)c([N+](=O)[O-])c1
33	24	Cc1cc2ncn(/N=C/c3cc(Br)ccc3O)c2cc1C
5	19	CC1=C(C(=O)N(C)C)C(c2cccs2)NC(=O)N1 (stereo unspecified)
-31	55	COc1ccc(C2(O)CC3CCC(C2)N3c2nc(C)cc(C)c2C#N)cc1 (stereo unspecified)
23	15	COc1ccc(S(=O)(=O)N2CCCC2C(=O)Nc2nc3c(s2)CCCC3)cc1 (stereo unspecified)
64	7.4	Cc1ccc(S(=O)(=O)CC(=O)Nc2ccc(S(=O)(=O)Nc3onc(C)c3C)cc2)cc1
12	18	COc1ccc(CCC(=O)NCc2cnn(C)c2)cc1
-47	28	CCN1C(=O)c2ccc(C(=O)NCc3ccc4c(c3)OCO4)cc2C1=O
7	15	COc1cccc(-c2nnc(SCC(N)=O)n2-c2ccc(Cl)cc2)c1
-290	183	Cc1n[nH]c(C)c1S(=O)(=O)N(CC(=O)N1CCc2ccccc21)c1ccc(C(C)C)cc1
-3	23	CCC(=O)N1c2ccccc2NC2=C(C(=O)CCC2)C1c1ccccc1 (stereo unspecified)
-22	37	COc1ccc(-n2cnc3cc(NCc4cccs4)ccc32)cc1
-82	34	Cn1nnc2cc(C(=O)Nc3cccnc3)ccc21
-19	23	Nc1nnc(SCC(=O)Nc2ccccc2N2CCOCC2)s1
-16	44	O=C(Nc1ccc(NC(=O)c2ccco2)cc1)c1cnccn1
-31	27	CCOc1ccccc1C(=O)NC(CO)C(=O)O (stereo unspecified)
-2	17	O=C(NC1CCS(=O)(=O)C1)c1ccc(S(=O)(=O)NCC2CCCO2)cc1 (stereo unspecified)
-27	24	Cc1ccc(CC2CC(=O)N(c3nc4ccccc4n3C)C2=O)cc1 (stereo unspecified)
-45	29	Cc1nc2ccccc2n1CC(=O)NCCN1CCOCC1
33	23	CCN1CCN(c2ncc3c(n2)CC(c2ccc(OC)c(OC)c2)CC3=O)CC1 (stereo unspecified)
37	12	CC(Nc1ccc(Br)cn1)c1cc(Cl)ccc1O (stereo unspecified)
20	32	CCCOc1ccc2c3c(c(=O)oc2c1OCCC)CCCC3
4	28	CCc1ccc(-n2nnnc2SCC(=O)NNC(=O)c2ccco2)cc1
-19	47	COc1ccccc1N(CC(=O)Nc1ccc2c(c1)OCO2)S(=O)(=O)c1ccccc1
12	21	CCCCCCN=CC1=C(O)C(C(=O)OC)C(C)(C)CC1=O (stereo unspecified)
33	25	O=C(c1ccc(F)cc1)C(CN1CCOCC1)c1ccccc1 (stereo unspecified)
8	18	FC(F)(F)C(Oc1nc(Nc2ccc(Cl)cc2)nc(N2CCOCC2)n1)C(F)(F)F
9	16	Cc1onc(-c2ccccc2Cl)c1C(=O)N1CCN(C(=O)c2ccco2)CC1
-48	50	CCOC(=O)c1nn(-c2ccc3c(c2)OCO3)cc1O
12	17	CCN(CC)c1ccc(CNC23CN4CN(CN(C4)C2)C3)cc1
54	9.2	COc1ccccc1C(=O)N1CCN(S(=O)(=O)c2ccccc2)CC1
-4	41	COc1cc2c(C(=O)O)c(C)n(CC(C)C)c2c2ccccc12
-9	21	O=C(CCC(=O)c1cccs1)OCc1nc2ccccc2s1
-74	34	CS(=O)(=O)N1CCN(C(=O)c2cc(-c3cccs3)nc3ccccc23)CC1
64	6.1	Fc1ccc(CNc2ncnc3c2cnn3-c2ccccc2)cc1
-1	43	Cc1nc2c(cc(Oc3ccc(S(=O)(=O)N4CCOCC4)cn3)c3ccsc32)s1
-53	27	Cc1cccc(C)c1-n1nnnc1S(=O)(=O)Cc1ccccc1Cl
23	15	COc1ccccc1Nc1nnc(C)c(=O)[nH]1
-60	64	COc1ccc(OCc2nnc(SCC(=O)O)n2N)cc1
-82	31	O=C(c1cccs1)N1CCC(c2ccccc2)C1 (stereo unspecified)
-6	20	O=C(O)C1CCCN1S(=O)(=O)c1ccc2[nH]c(=O)c(=O)[nH]c2c1 (stereo unspecified)
-55	61	CCC(=O)N1CCN(CCN=CC2=C(O)CC(c3cccs3)CC2=O)CC1 (stereo unspecified)
38	13	Cc1ccc(S(=O)(=O)N(CC(=O)NCCC2=CCCCC2)Cc2ccccc2)cc1
9	28	Cc1ccc(S(=O)(=O)Nc2nc3ccccc3nc2N2CCc3ccccc3C2)cc1
-18	47	COc1ccc(-n2nnnc2SCC(=O)Nc2nc3c(s2)CCCC3)cc1
21	16	Cc1ccc(S(=O)(=O)NCCC(=O)Nc2ccc3c(c2)OCO3)cc1

(listing goes on)
mHtt clearance	mHtt clearance grain fraction	Compound
35	28	OC(COc1cccc2ccccc12)CN1CCCC1 (stereo unspecified)
-74	31	C=CCNC(=S)NNC(=O)C(CCCC)CC(C)(C)O (stereo unspecified)
5	19	CC1Cc2cc(/C(O)=C3/C(=O)C(=O)N(CCCn4ccnc4)C3c3ccco3)ccc2O1 (stereo unspecified)
-26	49	O=C(c1oc2ccccc2c1CSCc1ccccc1)N1CCN(c2ncccn2)CC1
-124	41	Cc1ccc(-c2noc(CCC(=O)NCCCN3CCN(c4ccc(F)cc4)CC3)n2)cc1
-112	89	Cc1cccc(C)c1NC(=O)C1(N(Cc2ccco2)C(=O)CC2NC(=O)NC2=O)CCCC1 (stereo unspecified)
34	19	COCCN(C(=O)CN1CCc2ccccc2C1)c1c(N)n(Cc2ccccc2)c(=O)[nH]c1=O
22	13	CC(NC(=O)C1CCC1)c1ccccc1 (stereo unspecified)
-46	28	O=C(NCc1ccco1)C(c1ccco1)N(C(=O)Cn1nnc2ccccc21)c1ccc2c(c1)CCC2 (stereo unspecified)
-110	68	CCc1ccc(S(=O)(=O)NCc2cn3c(C)csc3n2)s1
31	13	O=C(c1ccc(Cl)c(S(=O)(=O)N2CCOCC2)c1)N1CCN(Cc2ccccc2)CC1
45	18	O=C(Cn1nc(Cc2ccncc2)c2ccccc2c1=O)N1CCc2ccccc2C1
-1	17	O=C(Nc1ccccc1)NC1CS(=O)(=O)CC1O (stereo unspecified)
44	11	CC1(C)CNC(=O)c2sc(NC(=O)CN3CCOCC3)nc2C1
4	18	Brc1ccc(-c2csc(/N=C/N3CCOCC3)n2)cc1
28	17	CCOC(=O)c1c(C)n(C)c2ccc(OC)c(NC(=O)CN3CCN(C4CCCCC4)CC3)c12
0	33	COc1ccc(-c2[nH]c(-c3cccc(OC)c3)nc2SCC(=O)NCc2ccco2)cc1
-87	38	CCCCn1c(SCC(=O)N2c3ccccc3Sc3ccccc32)nc2c1c(=O)n(C)c(=O)n2C
-3	33	O=C(OCn1ncc(Br)c(Br)c1=O)c1c(F)cccc1F
-29	48	Cn1c(=O)c(=O)n(C)c2cc(S(=O)(=O)N3CCC(Cc4ccccc4)CC3)ccc21
18	30	COc1ccc2nc3oc(C(=O)NCc4cccs4)cc3cc2c1
-2	21	Cc1ccc(-n2nc3c(n2)/C(=N/O)CC/C3=N\O)cc1
19	14	CCc1ccc(NC(=O)CS(=O)CC(=O)NCC2OCCc3ccccc32)cc1 (stereo unspecified)
19	38	COc1cccc2c(=O)n(CC(=O)Nc3ccc(F)cc3)ccc12
40	10	Cc1c(NC(=O)c2cc(C(C)C)on2)c(=O)n(-c2ccccc2)n1C
30	26	Oc1ccccc1CNn1cnnc1
17	15	O=C(CN(CC(=O)N1CCOCC1)S(=O)(=O)c1ccc(Br)s1)N1CCOCC1
36	24	CCS(=O)(=O)c1nc(NC(C)=O)n[nH]1
